RmlCD inh 1536 – M. tuberculosis RmlC/RmlD inhibition. RmlC+RmlD coupled enzyme assay, percent inhibition; primary screen in compound mixtures. inhibition, % at 3.6 µM. 0.03% of 160,000 active; in the data active = inhibition mostly above about 34%, no sharp cut-off; inconclusive = no clear call, values can overlap the other calls; inactive = mostly below about 22%; note: some results filed as inactive read as strong as hits
Target sequence (P9WH09 whole entry, looked up): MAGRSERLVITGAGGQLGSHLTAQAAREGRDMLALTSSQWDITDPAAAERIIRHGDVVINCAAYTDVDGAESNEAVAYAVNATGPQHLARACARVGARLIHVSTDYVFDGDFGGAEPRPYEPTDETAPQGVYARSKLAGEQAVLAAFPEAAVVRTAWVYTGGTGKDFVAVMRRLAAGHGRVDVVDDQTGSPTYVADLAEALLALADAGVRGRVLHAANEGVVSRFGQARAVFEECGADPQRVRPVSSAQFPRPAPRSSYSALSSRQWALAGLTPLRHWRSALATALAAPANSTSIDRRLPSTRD
Target sequence (P9WH11 whole entry, looked up): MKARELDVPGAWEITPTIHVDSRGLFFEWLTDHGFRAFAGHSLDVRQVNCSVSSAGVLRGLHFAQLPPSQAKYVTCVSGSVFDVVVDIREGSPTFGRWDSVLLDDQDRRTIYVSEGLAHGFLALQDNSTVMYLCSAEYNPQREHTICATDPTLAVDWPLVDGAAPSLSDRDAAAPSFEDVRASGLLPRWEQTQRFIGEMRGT
GlmU inhibition – inhibition of mycobacterial GlmU enzyme – biochemical, glucosamine-1-phosphate acetyltransferase (AID 1376); inhibition, %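 (tested at 30 µM in the primary screen)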; hits with a dose series show IC50 in µM; 0.25% of 220,000 active; M. tuberculosis GlmU acetyltransferase enzyme assay; higher % means a stronger effect; in the data active = inhibition above about 13%; inconclusive = no clear call, values can overlap the other calls;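 note: 0% = complete reaction with vehicle and 100% = reaction without substrate; strong numbers were not always called active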
* = called active by the depositor; ? = inconclusive; . = no result given; & = joins results of further samples. A portion of the library; rates above refer to the full screens.

Value order: RmlCD inh 1536, GlmU inhibition
- O=C(CN1C(=O)NC2NC(=O)NC21)N/N=C/c1ccccc1O (stereo not given)
    -6.0, -1.6%
- N#Cc1ccc(NC(=O)COC(=O)CSc2nnc(-c3ccc(Cl)cc3)o2)cc1
    8.1, -0.8%
- COc1ccc(-n2cc(-c3ccccc3)c3c(NCCCN4CCOCC4)ncnc32)cc1
    -3.8, -3.2%
- COc1ccc2c(c1)c(C(C)=O)c(C)n2C
    12.0, 2.0%
- O=C(COc1cccc2cccnc12)N1CCc2ccccc2C1
    -8.3, 1.3%
- CC(C)c1cc(-c2cc(-c3ccc(Cl)cc3)on2)nc(NCC2CC2)n1
    5.6, 0.4%
- Cc1ccc(C(=O)/C=C/Nc2ccccn2)cc1
    ., 1.5%
- CCOC(=O)Cn1c(=O)oc2cc(S(=O)(=O)NCCc3ccc(C)cc3)ccc21
    12.0, -1.6%
- CCc1nnc(NC(=O)c2ccc(S(=O)(=O)N(CC)CC)cc2)s1
    ., -5.7%
- COc1ccc(/C=N/NC(=O)CN(C)S(=O)(=O)c2ccc(NC(C)=O)cc2)cc1
    ., -0.2%
- CN1C(=O)C(c2nnc(Nc3cccc4ccccc34)s2)C2CC1(C)Oc1ccccc12 (stereo not given)
    -13.0, -2.3%
- O=C1C2CCCN2C(c2ccc(Cl)cc2)N1c1ccccn1 (stereo not given)
    18.0, 0.1%
- Cc1noc(NS(=O)(=O)c2ccc(NC(=O)CSc3nc4ccccc4s3)cc2)c1C
    ., 3.1%
- O=c1[nH]c2c(s1)C=Nc1ccccc1N2
    -1.1, -0.8%
- O=C(NCCOc1cccc(Oc2ccccc2)c1)c1cc(-n2cnnc2)ccc1Cl
    ., -4.8%
- COc1ccccc1CN1C[C@@H]2C[C@@H](c3cccc(C)n3)N3CCC[C@@]23C1=O
    9.8, -2.3%
- COc1ccc(/C=C(/CC(=O)NCc2ccc(Cl)cc2)c2nc3ccccc3s2)cc1
    8.6, -4.6%
- COc1cccc(CNC(=O)c2ccc(NC(=O)C3CCCO3)cc2)c1 (stereo not given)
    5.9, -4.4%
- CCOC(=O)CCn1cc(F)c(=O)[nH]c1=O
    7.4, 7.6%
- N#Cc1c(C#N)c(-c2ccccc2)n(-c2ccccc2)c1N
    8.6, -3.6%
- N#Cc1ccc(CO/N=C/c2ccccc2)cc1
    3.1, -0.5%
- COc1cc2c(C#N)c(N3CCCC3)nc(N)c2c(N)n1
    4.1, 1.2%&-2.7%
- N#Cc1c(N)c(C#N)c(-c2ccc3c(c2)OCO3)c2c1CCCC2
    12.1, -6.4%
- Cc1cccc(-c2csc(NC(=O)c3cnccn3)c2C(=O)OC(C)C)c1
    ., -4.9%
- Cc1ccccc1N=C1NC(=O)CC(c2ccccc2)S1 (stereo not given)
    -3.8, -1.8%
- O=C(Nc1cccc2ccccc12)N1CCc2ccccc2C1
    ., 7.4%
- C=CCn1c(=NC(=O)c2cccc(N3C(=O)CCC3=O)c2)sc2cccc(OC)c21
    ., 6.6%
- COc1ccc(CCN2CC(C(=O)NC3CCCCC3)CC2=O)cc1OC (stereo not given)
    4.2, 1.4%
- CCN(CC)c1ccc(/C=C2/C(=O)ON=C2C)cc1
    6.0, -9.5%
- CCC(C)NC(=O)Cn1c(=O)n(CCCCC(=O)NCc2ccco2)c(=O)c2ccccc21 (stereo not given)
    10.8, -0.1%

Next results follow:
Value order: RmlCD inh 1536, GlmU inhibition
- CC(C)(C)NC(=O)NC(=O)CSc1ncn[nH]1
    ., -2.0%
- c1ccc2c(c1)nnn2-c1ncnc2sc3c(c12)CCCC3
    ., 2.7%
- Cc1cc(C)nc(SCC(=O)n2c3c(c4ccccc42)CCCC3)n1
    20.9, 1.9%
- O=P(N[C@@H](c1ccccc1)[C@@H]1C[C@H]1CO)(c1ccccc1)c1ccccc1
    ., 0.9%
- CCOC(=O)Cc1csc(NC(=O)c2sc3nc4ccc(C)cc4cc3c2N)n1
    ., -3.1%
- CC(C)NC(=O)CC1OC(=O)c2ccccc21 (stereo not given)
    49.1, -5.5%
- COC(=O)CSc1nc2nc(C)cc(C)n2n1
    -11.3, -2.6%
- OCc1nc2ccc(Cl)cc2[nH]1
    5.5, 5.8%
- C/C(=N\NC(=O)C1CC1)c1ccc(NC(=O)c2ccc(Br)o2)cc1
    ., -3.8%
- CCc1ccc(-c2nc(CN3CCCC(C(=O)O)C3)c(C)o2)cc1 (stereo not given)
    -5.2, 2.7%
- COc1ccc(N2CCN(CCNC(=O)CCNS(=O)(=O)c3cccs3)CC2)cc1
    35.1, -2.8%
- CCN(CC)CCCN1C(=O)C(O)=C(C(C)=O)C1c1cccc(OC)c1 (stereo not given)
    8.8, -0.4%
- COC(=O)[C@@H]1C[C@@]2(O)[C@H](O)[C@H](O)[C@H](O)C[C@H]2N1Cc1ccccc1OS(=O)(=O)c1ccc(C)cc1
    ., -3.5%
- CNc1nc(N)c([N+](=O)[O-])c(Nc2cccc(Cl)c2)n1
    8.9, 6.7%
- CC(C)(C)c1cc(C(=O)NCc2ccccc2)ccn1
    9.3, 0.7%
- CC(C)CC(=O)NN(C)c1nc(-c2ccccc2)nnc1C(F)(F)F
    ., 0.6%
- CCOC(=O)C(=CNc1cc(C)nn1-c1ccc(C)cc1)C(=O)OCC
    58.4, -2.4%
- COc1ccc(CCNc2nc(-c3cccc(NC(C)=O)c3)cs2)cc1OC
    -7.8, 1.5%
- COc1cc(CN(C)Cc2ccccc2)cc(OC)c1O
    ., -2.5%
- O=C(Nc1nnc(Cc2c[nH]c3ccccc23)s1)c1ccc(Cl)cc1Cl
    -6.3, 7.1%
- CCOc1cc(Br)ccc1S(=O)(=O)N1CC(C)OC(C)C1 (stereo not given)
    3.8, 0.8%
- O=C(NCc1cccnc1)c1ccc(CS(=O)(=O)c2ccc(Cl)cc2)o1
    ., -1.7%
- CN(c1ccc(C(=O)Nc2ccc(CC#N)cc2)cc1)S(C)(=O)=O
    2.5, -2.9%
- Cc1nc(Oc2cccc(Cl)c2)c2oc3ccccc3c2n1
    -6.8, 2.7%
- CSc1nnc(-c2ccncc2)n1/N=C/c1cn(-c2ccccc2)nc1-c1ccc(Cl)cc1
    7.3, -0.9%
- COc1ccc(C2/C=C\CN(S(=O)(=O)c3ccc4ccccc4c3)CC(=O)N2Cc2ccc(F)cc2)cc1 (stereo not given)
    -10.6, -1.1%
- Cc1cc(=O)[nH]c(NCc2ccccc2)n1
    3.4, 0.7%
- CC(C)COc1ccc(Cc2cnc(N)nc2N)cc1
    -2.8, -4.1%
- C=CCn1c(SCC(N)=O)nc(C)cc1=O
    -10.6, 4.3%
- COc1ccc(-c2nn(C)c3sc(C(=O)N4CCOCC4)cc23)cc1OC
    -5.3, -0.2%

The list goes on.
Value order: RmlCD inh 1536, GlmU inhibition
- COc1cc2[nH]c(-c3ccc(C)cc3)cc(=O)c2cc1OC
    ., 5.0%
- Cc1ccc(Cl)cc1NC(=O)COC(=O)C1CCCCC1
    ., 4.7%
- COc1cc(C2NC(C(=O)O)CS2)ccc1OCc1ccccc1C#N (stereo not given)
    -4.7, -2.3%
- CCOC(=O)c1sc(C)c(C(N)=O)c1NC1=NCCCCC1
    4.5, 6.0%
- COc1cccc(CN(Cc2ccccc2F)S(=O)(=O)c2ccc(S(=O)(=O)NCc3ccccc3)cc2)c1
    ., -0.5%
- CC1(C)CC(=NNC(=O)c2n[nH]c3c2CCC3)CC(C)(C)N1
    ., 5.8%
- Cc1ccc(C(=O)NCC(=O)OCC(=O)Nc2ccccc2C#N)s1
    -5.7, -1.1%
- Cc1noc(C)c1C(=O)Nc1ccccn1
    -1.0, -1.4%
- CC(C)(C)NC(=O)NC(=O)COC(=O)C1CC(=O)N(Cc2ccccc2)C1 (stereo not given)
    -3.5, -0.4%
- CC1(C)CC(=O)c2cc(C(=O)N3CCCCC3)c(=O)n(-c3ccc(Cl)cc3)c2C1
    ., 1.4%
- CCOc1ccc(CCNC(=O)c2[nH]c(C)c(C(C)=O)c2C)cc1OCC
    4.2, -6.7%
- CCCCc1[nH]c(=O)c(C#N)c2c1CCCC2
    10.5, -1.8%
- COc1ccccc1-c1cc(-c2cc(Cl)ccc2O)n[nH]1
    -53.5, -0.1%
- C[C@]12C(=O)N(c3ccc(Cl)cc3)C(=O)N1[C@@H]1c3ccccc3OC[C@@H]1[C@H]2c1ccccc1
    ., -0.3%
- O=C1C(Cc2cccc([N+](=O)[O-])c2)S/C(=N/N=C/c2ccco2)N1c1ccccc1 (stereo not given)
    11.4, 7.9%
- O=c1c2c3c(sc2nc2n1CCCCC2)CCCC3
    -4.9, -1.3%
- Cc1ccc(/C=C/c2nc3ccccc3s2)s1
    5.5, -0.5%
- Cc1ccc(S(=O)(=O)NCC(C)NS(C)(=O)=O)cc1 (stereo not given)
    -7.0, 7.8%
- Cc1ccc(C(=O)C(C)OC(=O)c2cc3cc([N+](=O)[O-])ccc3oc2=O)cc1 (stereo not given)
    12.1, 4.9%
- O=c1[nH]c(=O)n(-c2ccc(Cl)cc2)c(O)c1C=Nc1ccc(S(=O)(=O)Nc2nccs2)cc1
    -8.4, -1.5%
- COc1ccc(-n2cnc3cc(C(=O)NC4CCCC4)ccc32)cc1
    ., -4.6%
- NC(=O)[C@@H]1CCCNc2c(I)cc([N+](=O)[O-])cc2C(=O)N[C@@H](CO)C(=O)N[C@@H](Cc2ccc(O)cc2)C(=O)N1
    ., -1.4%
- O=C1NC(=O)C2C3c4ccccc4C(c4ccccc43)C12 (stereo not given)
    15.1, -1.4%
- O=C(COC(=O)CCCSc1nc2ccccc2[nH]1)NC(=O)NC1CCCC1
    -2.0, -3.0%
- CCCN(CC1CC1)S(=O)(=O)c1ccc(S(N)(=O)=O)cc1
    ., 1.2%
- O=c1c2ccccc2nnn1CSc1ncnc2ccccc12
    -3.9, -1.3%
- CC(C)c1ccc(NC(=O)CNCC(c2ccccc2)N(C)C)cc1 (stereo not given)
    -8.2, -2.1%
- Cc1noc(/C=C/c2nn(C)cc2Cl)c1[N+](=O)[O-]
    26.5, -1.4%
- COc1ccc(Cc2c(C)nc(N)nc2Cl)cc1
    5.0, -4.1%
- CCC(=O)Nc1cccc(NC(=O)COc2ccc(OC)cc2)c1
    ., 0.5%

Quoted at random: 4 compounds from above, in no set order.
Value order: RmlCD inh 1536, GlmU inhibition
- O=C(COC(=O)CCCSc1nc2ccccc2[nH]1)NC(=O)NC1CCCC1
    -2.0, -3.0%
- COc1ccccc1-c1cc(-c2cc(Cl)ccc2O)n[nH]1
    -53.5, -0.1%
- Cc1ccc(Cl)cc1NC(=O)COC(=O)C1CCCCC1
    ., 4.7%
- CCCN(CC1CC1)S(=O)(=O)c1ccc(S(N)(=O)=O)cc1
    ., 1.2%

Continued.
Value order: RmlCD inh 1536, GlmU inhibition
- CCCSc1ncc(Cl)c(C(=O)Nc2ccc(S(=O)(=O)N3CC(C)OC(C)C3)cc2)n1 (stereo not given)
    -7.0, 5.8%
- NNC(=O)CN1C(=O)CN=C(c2ccccc2)c2cc(Br)ccc21
    6.2, -0.7%
- N#CC1(NC(=O)CN2CCN(S(=O)(=O)c3ccccc3F)CC2)CCCC1
    6.4, 1.7%
- COc1ccc(NC(=O)CN2CCN(c3ccc(Cl)cc3)CC2)c(OC)c1
    48.1, -2.6%
- CCn1c(SCC(=O)Nc2c(C#N)cnn2-c2ccccc2)nnc1-c1cccs1
    9.6, 2.7%
- CNC(=O)NC(=O)COc1c(F)c(F)cc(F)c1F
    -7.2, 3.5%
- O/C(=C\c1ccc2ccccc2n1)c1ccc(O)cc1O
    -9.6, -6.9%
- O=c1c(-c2nn[nH]n2)coc2ccc(Cl)cc12
    14.2, -4.7%
- COc1ccc2ccccc2c1/C=N/NC(=S)NCCN1CCOCC1
    7.8, -8.3%
- COC(=O)c1ccc(N2CCCCC2)c(N)c1
    5.2, -0.1%
- Nc1c(Cl)ncnc1N/N=C/c1ccncc1
    -9.7, 1.9%
- O=C(N1CCN(c2ccccn2)CC1)C(Cl)(Cl)Cl
    7.4, 2.6%
- COCCNC(=O)c1onc(CSc2ccncc2)c1C(=O)NCCOC
    1.3, 2.7%
- CN(C)c1ccc(/C=N/NC(=O)c2cc(=O)[nH]c3ccccc23)cc1
    -9.9, -7.6%
- O=C(CSc1nc(C2CC2)nc2ccccc12)Nc1ccccc1N1CCOCC1
    ., 0.8%
- O=C(CC(C(=O)O)N1CCOCC1)Nc1ccc(Cl)cc1 (stereo not given)
    17.1, 0.9%
- C[C@H]1C=C(C(=O)NCc2nc3ccccc3[nH]2)O[C@@H](OCc2ccc(CO)cc2)C1
    ., 5.1%
- CN(C)c1ccc2nsnc2c1[N+](=O)[O-]
    4.8, 2.6%
- CCCCOC(=O)Nc1ccc(S(=O)(=O)Nc2nccs2)cc1
    ., -2.1%
- Cn1c(C(=O)N(Cc2ccccc2)Cc2cccs2)cc2sccc21
    ?, 5.1%
- COc1ccc(NC(=O)Nc2nnc(C(C)C)s2)cc1
    36.1, -0.6%
- CN1CCC(OC(=O)c2ccccc2Cl)CC1
    -9.3, 4.6%
- CCc1nc(SCC(=O)Nc2cc(C)on2)c2c(=O)n(C)c(=O)n(C)c2n1
    ., -1.8%
- CC1(/[N+]([O-])=C/c2ccc(F)cc2)CCCCC1=O (stereo not given)
    -3.7, 3.7%
- O=C(Cn1ncc2c(=O)oc3ccccc3c21)N1CCc2ccccc2C1
    -1.5, 1.9%
- CCOCCOc1nc2c(c(=O)n(C)c(=O)n2C)n1Cc1ccc(C)cc1
    ., 2.9%
- NC(=S)NNc1cc(Cl)cc(Cl)c1
    -7.7, -5.7%
- NC(=O)CSc1nc2ccccc2n1-c1ccccc1
    7.7, -3.7%
- COc1ccc(/C=C/C(=O)c2ccccc2)cc1COc1ccc(F)cc1
    -2.3, 7.8%
- O=C(Cn1cnc2ccccc2c1=O)Nc1ccc(S(=O)(=O)N2CCOCC2)cc1
    1.5, -2.4%
- COc1ccccc1CNC(=S)NCCc1ccccc1
    -0.2, -1.5%
